Bioassay records as filed in PubChem.
INS-1E GSIS act: GLuc luminescence reporter in INS-1E cells, primary screen for activators of glucose-dependent secretion of insulin; INS-1E GLuc reporter insulin secretion, 2-3 h; activation, % at 16.6 µM; 0.61% of 370,000 active;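 active means lowest replicate activation of at least 40%, so every replicate reaches that level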;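 further: 0% = median of neutral control wells and 100% = median of IBMX positive control wells; some compounds called inactive have numbers as strong as hits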
FN deposition inh: inhibitors of fibronectin matrix deposition, primary screen, AH1F cells, Alexa488-fibronectin fluorescence, plate reader; AID 743247, 2014; 0.086% of 350,000 active; inhibition, % at 12.6 µM; AH1F fibroblasts, overnight;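 active means mean inhibition across replicates of 30% or more, regardless of how many single replicates reach that level; inconclusive means mean under 30% yet at least half of replicates reach 30%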;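 further: positive control wells lacked labelled fibronectin entirely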
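Assay system: AH1F fibroblasts / Quantity: 10000 cells per well / Medium: DMEM plus 2% serum, read in PBS / Reagent: labelled fibronectin 24 nM / Dosing: single dose, pinned / Times: 1 h cell attachment, overnight exposure to compound and label / Signal: fluorescence, ex 485 nm, em 525 nm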
PAX8 reporter: inhibitors of PAX8-driven TPO luciferase reporter, primary screen, RMG-I cells, single concentration | SteadyGlo, 24 h | inhibition, % at 12.6 µM | 1.2% of 360,000 active | AID 652154, 2013;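 active means mean replicate inhibition at least 60% with every replicate also reaching 60%; inconclusive means only one of the two criteria is met; inactive means mean below 60% and not all replicates reaching 60%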;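 further: luciferase light reporting Pax8 driven TPO promoter activity; plate controls were median of neutral control wells for no effect and mitoxantrone controls for full effect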
DENV2 CPE rescue: inhibitors of DENV2 cytopathic effect, primary screen, cell-based, plate reader, single concentration; CPE inhibition, % at 9.99 µM; 1.7% of 350,000 active; DENV2-infected cells, cytopathic effect rescue; in the data active means CPE inhibition above about 20%, passing the limit was not always enough; inconclusive means no clear call, values can overlap the other calls; tested in BHK-21 cells;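 further: 0% = median of neutral control wells and 100% = median of positive control wells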
EWS-Fli block: EWS/Fli-driven NR0B1 reporter inhibitors, primary screen, A673 cells, NR0B1 luciferase, luminescence, MLPCN library. inhibition, % at 12.6 µM. AID 651661, 2012. viability-normalised. 0.67% of 350,000 active;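 active means mean inhibition of at least 50% after viability correction, with every replicate also passing that limit; inconclusive means mean reaches 50% but only one of two replicates passes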;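 further: firefly luciferase signal divided by Alamar Blue viability fluorescence both relative to DMSO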
miR-122 sensor: miR-122 Renilla sensor signal increase in Huh7, primary screen, miR-122 inhibitor project, cell-based, single point, plate reader; Huh7 miR-122 Renilla luciferase sensor, 48 h; neutral wells = 0, positive control = 100; activation (reporter increase), % at 12.5 µM; 0.3% of 340,000 active; AID 602342, 2012;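 active means mean replicate activation score at least 90 and every replicate individually at or above 90; inconclusive means only one of the two criteria met; inactive means neither criterion met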;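 further: higher luciferase means less miR-122 activity so hits act as miR-122 inhibitors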
F508del corr: F508del CFTR correction, initial screen, CFBE line, single point; CFBE cells, YFP halide quenching; stimulated with forskolin plus potentiator P3; % fluorescence drop versus neutral controls; 0.36% of 350,000 active; activity (quench increase), % at 7.58 µM;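 active means mean added fluorescence quench of at least 8% versus neutral control, with both replicates also reaching 8%; inconclusive means only one of the mean or replicate conditions met; inactive means mean below 8% and not both replicates reaching 8%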;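 further: cells transiently co-express mutant CFTR-F508del with the halide-sensitive YFP; corrector assay measuring rescue of mutant channel to the surface after 24 h compound exposure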
* hit, by the source's call; ? = inconclusive; nt = no result given; [ ] = another dose, or the depositor's remark. Not a hit list. About 3.9% of those tested had a hit in this group.

SMILES	INS-1E GSIS act	FN deposition inh	PAX8 reporter	DENV2 CPE rescue	EWS-Fli block	miR-122 sensor	F508del corr
Cc1cc(C)n2nc(SCCCC(=O)c3ccccc3)nc2n1	6	1	-10	-6	-2	nt	-2.4
CCN1C(=O)c2ccccc2Sc2ccc(C(=O)NC(C)C)cc21	-8	0	11	-2	3	8	-0.5
Cc1c(S(=O)(=O)N2CCOCC2)c(=O)n(C)c(=O)n1C	16	-3	-11	-1	2	-8	-1.2
CCS(=O)(=O)N[C@@H]1CC[C@@H](CC(=O)Nc2ccc(-c3ccccc3)cc2)O[C@@H]1CO	3	1	13	3	-18	5[16.7 µM]	-2.4
C[C@@H]1CCCCO[C@H](CN(C)C(=O)Nc2ccc(C(F)(F)F)cc2)[C@H](C)CN([C@@H](C)CO)C(=O)c2cc(NS(=O)(=O)c3cccs3)ccc2O1	-7	nt	32	37*	11	-9[16.7 µM]	1.6
COc1ccc(S(=O)(=O)N(C)C[C@@H]2Oc3ccc(NC(=O)Nc4c(C)noc4C)cc3C(=O)N([C@@H](C)CO)C[C@@H]2C)cc1	2	nt	nt	0	-4	3[16.7 µM]	-0.2
COc1ccc(-n2c(Cn3c(=O)sc4ccccc43)nnc2SC)cc1	20	-19	-12	?	-1	nt	-2.0
C[C@@H]1CN([C@H](C)CO)C(=O)c2cc(NC(=O)c3ccccc3)ccc2O[C@@H](C)CCCCO[C@H]1CN(C)S(=O)(=O)c1ccccc1	-19	7	-21	-7	-5	2[16.7 µM]	-2.1
COc1cccc(C2Nc3ccc4ccccc4c3C3=C2C(=O)CC(C)(C)C3)c1OCC(=O)O (configuration not stated)	-7	0	59	6	11	1	-1.0
COC1=C(N2CCOCC2)C(=O)c2ccccc2C1=O	-3	12	24	14	-24	-4	-5.6
CCOC(=O)c1cc(C(=O)OCC)cc(-n2cc(O)c(C(=O)OCC)n2)c1	15	nt	nt	-6	-2	-1	-0.1
O=c1n2c(c(O)n1C1CCCCC1)C(c1ccccc1)=Nc1ccccc1C2	nt	-2	18	7	10	-1	-2.0
COc1ccc(OC)c(Cc2nnc(CCC(=O)NC3CCCCCCC3)o2)c1	nt	3	-114	-3	-68	4	-0.7
O=C(c1cc(S(=O)(=O)N2CCOCC2)c(Cl)cc1Cl)N1CCCC1	-8	11	0	-5	5	nt	0.7
CCC(Cc1ccccc1)NS(=O)(=O)c1ccc2c(c1)NC(=O)CO2 (configuration not stated)	-7	-10	-2	-2	nt	24	-2.0
Cc1cc2c(cc1C)-c1nnnn1C(C)(C)C2	-11	3	nt	nt	nt	-9	nt
CCS(=O)(=O)c1ccc2c(c1)N(S(C)(=O)=O)CC(C(=O)NN)O2 (configuration not stated)	-7	-8	3	5	9	-6	0.7
COc1cccc(C(=O)COc2ccc(NC(=O)c3cccs3)cc2)c1	23	-1	-7	-1	6	-2	0.0
CN(C)CC#Cc1ccc([C@H]2[C@@H](CO)N3CCCCN(CC4CCOCC4)C[C@@H]23)cc1	16	nt	-4	-8	-13	-1[16.7 µM]	-0.9
Cc1ccc(NC(=O)COC(=O)Cc2csc(-c3cccc(F)c3)n2)cc1C	-8	7	-33	nt	nt	-3	nt
O=C(CCCn1nnnc1CN1CCOCC1)N1CCC(c2ccccc2F)C1 (configuration not stated)	20	10	0	?	nt	-8	-0.8
O=C(COC(=O)CSc1ccc([N+](=O)[O-])cc1)NCC1CCCO1 (configuration not stated)	14	-2	-19	-8	-2	nt	1.0
CCN(CC)C(=S)Nc1ccc2nc3n(c(=O)c2c1)CCCCC3	-3	nt	-11	-4	0	-5	-1.9
O=C(c1ccc(CS(=O)Cc2ccccc2Cl)o1)N1CCN(c2ccccn2)CC1 (configuration not stated)	nt	-18	20	-2	-3	-3	0.9
C[C@@H]1CN([C@H](C)CO)C(=O)c2cccc(NC(=O)Nc3ccc(F)cc3)c2O[C@@H]1CN(C)Cc1ccccc1	6	nt	-6	0	-6	3[16.7 µM]	-1.1
COC(=O)c1ccc(C(=O)Nc2nc3cc(N)c(C)cc3s2)cc1	-10	-2	-43	-5	0	nt	1.1
CC1(C)CC(=O)N(CC(=O)N2CCN(c3ncccn3)CC2)c2ccccc2S1(=O)=O	12	-4	-4	?	-1	-4	-0.8
CCCCc1ccc(N=N/C(C(=O)Nc2cc(OC)c(NC(C)=O)cc2OC)=C(/C)O)cc1	4	-1	11	nt	nt	nt	nt
Cc1ccsc1-c1cc2nc(Nc3ccc(F)cc3)n(C)c(=O)c2s1	-2	7	-7	4	-31	46	-3.6
C[C@@H]1CCCCO[C@@H](CN(C)CC2CC2)[C@@H](C)CN([C@H](C)CO)C(=O)c2cc(NC(=O)Nc3ccc(F)cc3)ccc2O1	8	1	-4	78*	-5	-1[16.7 µM]	-0.6
CCCN1C[C@H](C)[C@H](OC)CN(C)C(=O)c2ccc(NS(C)(=O)=O)cc2OC[C@H]1C	-2	5	-19	-5	-4	1[16.7 µM]	nt
CCN(CC)CCNS(=O)(=O)c1ccc(/C=C/C(=O)O)cc1	-4	8	-12	1	-17	0	-2.6
O=C(NCCc1ccccn1)c1c(-c2ccccc2)sc2ccccc12	11	1	-9	6	13	10	-4.4
Cc1c2ccncc2cc2c1[nH]c1ccccc12	0	23	-28	1	4	2	12*
COc1ccc(S(=O)(=O)N(C)C[C@@H]2Oc3ccc(NC(=O)CCCCCC(=O)Nc4ccccc4N)cc3C(=O)N([C@@H](C)CO)C[C@@H]2C)cc1	7	-3	-9	36*	0	nt	2.1
COC(=O)c1cc(COC(=O)c2ccc3ccccc3n2)oc1C	-3	-3	13	nt	nt	6	nt
COC(=O)c1ccc(C(=O)OC)c(NC(=O)/C=C/C(=O)O)c1	-1	2	4	1	-2	-9	1.9
O=C(OCC(=O)N(C1CCCCC1)C1CCCCC1)c1ccccc1O	42	-5	22	12	11	nt	2.2
COc1cc(OC)c(C2C(C#N)=C(C)NC(C)=C2C#N)c(C(=O)O)c1	-5	1	-6	-5	-8	2	-32
CN(C)CC(=O)Nc1ccc2c(c1)[C@H]1C[C@@H](CC(=O)NCc3cccc(F)c3)O[C@H](CO)[C@H]1O2	10	nt	8	-5	4	-3[16.7 µM]	2.0
CCn1cc(C2=NC(CCSC)CO2)c2ccccc21 (configuration not stated)	7	nt	-9	8	-4	nt	-2.3
OC[C@@H]1[C@@H]2c3ccccc3NC[C@@H]2N1CC1CCCCC1	1	nt	-8	8	3	0[16.7 µM]	1.1
COC(=O)c1ccc(/C=N/NC(=O)c2ccccc2Cl)cc1	25	-1	-34	nt	nt	nt	nt
CCC1CCCCN1CCCNC(=O)Cn1c2ccccc2c2nc(=O)cc(C)n21 (configuration not stated)	22	0	7	13	5	-1	1.0
COc1ccc(C=O)cc1CSc1ncccc1C(=O)O	11	-2	4	15	15	1	-0.7
CCN(CC)c1ccc(NC(=O)Cn2nnc(-c3cccc(OC)c3OC)n2)c(C)c1	nt	2	6	nt	nt	5	nt
OCC1(CCOc2ccccc2)CCN(Cc2cn[nH]c2-c2ccccc2)CC1	4	8	9	-20	-6	nt	-4.9
CCCCn1c(N)c(N(C)C(=O)CCCn2c(=O)oc3ccccc32)c(=O)[nH]c1=O	nt	1	12	-7	6	-2	-2.2
COc1ccc(NC2CCCN(C(=O)c3oc(C)cc3C)C2)cc1OC (configuration not stated)	13	1	-20	-7	nt	-2	-0.9
O=C(c1[nH]c(C(F)(F)F)nc1-c1ccccc1)N1CCN(c2cccc(C(F)(F)F)n2)CC1	-45	4	23	?	55*	1	-0.9
c1ccc(Cc2nnc3sc(C4COc5ccccc5O4)nn23)cc1 (configuration not stated)	1	nt	nt	nt	3	1	-1.6
Cn1nnc(NC(=O)CSc2nnnn2-c2ccc(F)cc2)n1	nt	-7	19	nt	nt	0	nt
O=C(/C=C/Nc1ccc(F)cc1F)c1ccc(Br)cc1	-3	22	-120	16	-43	0	2.5
CC(C)(C)OC(=O)N1CCC(CC2CC(c3ccccc3)=NO2)(C(=O)O)CC1 (configuration not stated)	26	14	4	?	-17	nt	3.4
CNNCc1ccc(C(=O)NC(C)C)cc1	nt	4	-19	-12	-1	0	0.9
CCOc1ccc(S(=O)(=O)NC2CCCC2)cc1C	17	nt	13	-2	nt	53	1.6
Cc1ccc(NC(=O)Cn2c(=O)oc3ccccc32)c(C)c1	-33	1	-7	-2	2	nt	1.5
CNC(=O)C[C@H]1C(=O)N(c2ccc(Br)cc2)C[C@@H]1CSC	8	4	-11	-2	3	2	-0.8
